Screening data as filed in PubChem BioAssay.
HSF1 inhib: HSF1 inhibition; NIH3T3-HGL HSE-luciferase, MG132-induced, luminescence 8 h; hits give low values; 300,000 compounds, 0.77% hits; activity change, negative = inhibition, % at 7.5 µM (by protocol);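 active means more than half of replicate wells show activity change below -50%, luminescence cut by over half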;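 further: luciferase reports HSF-1 transcriptional activity via heat shock element; 0% = median of DMSO wells and -100% = zero luminescence signal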
GSK3 alpha inh: human GSK-3 alpha kinase inhibition; 320,000 compounds, 0.1% hits; AID 2650; inhibition, % at 10 µM; ADP-Glo luminescence, 60 min; P49840;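 in the data active means inhibition above about 50%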;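 further: GST-tagged GSK-3 alpha with peptide substrate and 25 µM ATP; 0% = DMSO neutral wells and 100% = GW8510 positive control wells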
Target sequence (P49840 whole entry, looked up): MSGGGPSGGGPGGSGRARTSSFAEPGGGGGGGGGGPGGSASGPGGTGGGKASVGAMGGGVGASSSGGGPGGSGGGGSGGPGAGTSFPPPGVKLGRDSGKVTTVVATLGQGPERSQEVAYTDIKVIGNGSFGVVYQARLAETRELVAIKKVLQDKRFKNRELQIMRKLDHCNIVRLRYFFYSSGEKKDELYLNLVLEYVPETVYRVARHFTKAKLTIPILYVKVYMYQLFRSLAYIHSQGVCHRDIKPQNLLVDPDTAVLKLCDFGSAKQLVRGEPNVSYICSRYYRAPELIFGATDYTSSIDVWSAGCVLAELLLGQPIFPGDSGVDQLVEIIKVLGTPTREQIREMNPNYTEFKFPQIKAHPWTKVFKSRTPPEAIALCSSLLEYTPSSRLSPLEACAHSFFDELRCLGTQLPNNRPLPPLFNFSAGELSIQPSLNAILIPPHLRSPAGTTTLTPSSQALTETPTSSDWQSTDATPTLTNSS
KLF5 inhibitor: suppresses KLF5 promoter-driven expression; DLD-1 KLF5 promoter-luciferase reporter, luminescence; inhibition, % at 5 µM; 290,000 compounds, 0.23% hits;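 active means inhibition above a per-plate limit of that plate's mean compound inhibition plus 3 SD, cut at about 60% in these data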;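 further: 0% = DMSO wells and 100% = LY294002 at 200 µM; higher means less KLF5 promoter-driven luciferase light; inactives centre near -14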
IEC-6 tox: IEC-6 cytotoxicity, counter-screen for KLF5 inhibitors; luminescence viability; inhibition, % at 5 µM; 290,000 compounds, 0.78% hits; in the data active means inhibition above about 22%;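 further: 0% = plate median of test compound wells and 100% = cytotoxic reference compound wells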
HSP90 inh: blocks HSP90-mediated luciferase refolding in reticulocyte lysate. Rabbit reticulocyte lysate, luciferase refolding luminescence, 3 h. inhibition, % at 5.6 µM. 290,000 compounds, 0.91% hits;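 active means inhibition above the screen-wide mean plus 3 SD, computed separately per campaign, cut at about 16% in these data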;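 further: 0% = DMSO wells and 100% = 60 µM geldanamycin wells; inhibitors lower the luminescence because luciferase stays unfolded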
AI-2 QS modul: Vibrio harveyi AI-2 quorum sensing modulation. Vibrio harveyi JMH597 AI-2 luminescence/OD600 ratio, 9 h; hits give low values; strain lacks LuxN and CqsS sensors; 0 = neutral-control median. activity change, % at 7.5 µM. 300,000 compounds, 0.4% hits. AID 2094; in the data active means activity change below about -75%, passing the limit was not always enough;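 further: luminescence divided by OD600 gain over 9 h not by final OD600 alone; inactives centre near 13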
HSF-1 act: increases HSF-1 driven luciferase reporter signal | NIH3T3-HGL HSF-1 luciferase reporter, MG132, 8 h; 100% = twice DMSO control signal | activation, % at 9 µM | 300,000 compounds, 1.7% hits;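 active means mean replicate activation of at least 50% with a set share of replicates each reaching 50%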;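 further: 0% = median of the neutral control wells and 100% = twice that signal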
aSyn UTR inh: 5' untranslated region of α-synuclein, MLPCN primary screen. alpha-synuclein 5'UTR reporter, inhibitor activity. inhibition, % (tested at 7.5 µM). 300,000 compounds, 0.82% hits; in the data active means inhibition above about 60%;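 further: H4 neuroglioblastoma cells stably carrying SNCA 5'UTR luciferase fusion; 0% = DMSO wells and 100% = positive control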
GSK3B inh: human GSK3beta kinase inhibition; P49841; GST-GSK3beta kinase, ADP-Glo luminescence, 60 min; hits give low values; activity score (negative = inhibition), % at 10 µM; 300,000 compounds, 0.038% hits; AID 2097;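 active means more than half of replicate wells score below -50%, meaning over 50% inhibition versus plate controls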;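 further: 0% = median DMSO wells and -100% = median GW8510 positive control wells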
Target sequence (P49841 whole entry, looked up): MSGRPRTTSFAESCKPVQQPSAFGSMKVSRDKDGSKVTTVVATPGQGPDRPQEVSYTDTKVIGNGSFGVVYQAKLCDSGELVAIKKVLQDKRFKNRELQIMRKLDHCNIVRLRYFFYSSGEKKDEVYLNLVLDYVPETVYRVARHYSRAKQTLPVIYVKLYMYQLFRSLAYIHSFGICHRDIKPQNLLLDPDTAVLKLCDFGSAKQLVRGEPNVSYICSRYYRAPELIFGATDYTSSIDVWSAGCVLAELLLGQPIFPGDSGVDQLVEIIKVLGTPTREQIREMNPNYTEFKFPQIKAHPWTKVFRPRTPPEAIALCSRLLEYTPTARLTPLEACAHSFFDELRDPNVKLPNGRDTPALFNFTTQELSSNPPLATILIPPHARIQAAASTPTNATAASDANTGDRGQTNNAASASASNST
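Assay system: GST-fused GSK3beta enzyme, cell-free / Medium: Tris pH 7.5 buffer with MgCl2, DTT, BSA, heparin / Also added: peptide substrate plus 25 µM ATP (final) / Compound: 10 µM single point / Timing: kinase reaction with compound 60 min at room temperature / Detection: ADP-Glo luminescence / Benchmarks: DMSO neutral wells and GW8510 at 20 µM as positive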
HIF act: HIF pathway transcriptional activation | U2OS HRE-luciferase reporter, luminescence; normalized: DMSO 0%, desferrioxamine 100% | 300,000 compounds, 0.32% hits | AID 1910 | activation, % at 7.5 µM (by protocol);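 active means mean activation of at least 10% of the iron chelator positive control signal, with at least half of replicates also reaching 10%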
* marks the source's active call; other numbers are inactive results; · = no result given.

SMILES	HSF1 inhib	GSK3 alpha inh	KLF5 inhibitor	IEC-6 tox	HSP90 inh	AI-2 QS modul	HSF-1 act	aSyn UTR inh	GSK3B inh	HIF act
CCOC(=O)C1=NN(c2ccccc2)C2C(=O)N(c3ccccc3OC)C(=O)C12 (centres undefined)	1	-2	2	1	1	17	-10	0	2	0.0
Cc1ccc[n+](CC(=O)Nc2ccc([N+](=O)[O-])cc2)c1	-1	0	-22	0	3	0	-23	-21	-3	-0.5
NS(=O)(=O)c1cc(C(=O)NCCOc2ccccc2)c(Cl)cc1Cl	10	-2	5	0	-3	13	18	-8	-1	-0.2
COc1cc(C[C@H](C)[C@H](C)Cc2ccc3c(c2)OCO3)ccc1O	-4	-1	·	·	·	7	3	6	1	0.1
Cc1ccc(N2CCN(C(=O)CN3C(=O)c4ccccc4C3=O)CC2)cc1	0	-3	-13	0	1	31	7	-9	1	-26
CCNS(=O)(=O)c1ccc2nc(NC(=O)/C=C/c3cc(OC)c(OC)c(OC)c3)sc2c1	-7	-2	2	2	-5	21	-20	-13	1	0.4
COCCCn1c(=N)c(C(N)=S)cc2c(=O)n3cccc(C)c3nc21	-3	18	·	·	·	9	-3	2	3	0.8
Cc1ccc(NC(=O)CSc2nnc(-c3cc(C)[nH]n3)n2N)c(C)c1	6	3	-53	-9	4	22	29	-6	1	0.2
Cc1ccc(NC(=O)c2ccc(Nc3ccccc3F)nc2)cc1	26	-2	-6	-2	1	20	27	-11	2	0.4
COc1cc(Br)cc(C2C3=C(CCCC3=O)N(c3ccc(F)cc3)C3=C2C(=O)CCC3)c1O	11	-2	-2	-8	-4	14	31	10	2	-0.2
C=CCn1c(=O)c2ccc(C(=O)NCc3ccccc3)cc2n(Cc2ccc(C)cc2)c1=O	0	-1	-18	-9	-4	23	13	11	-1	-0.1
Cc1cccc(N2CCN(C(=O)C(Cc3ccccc3)n3cccc3)CC2)c1C (centres undefined)	7	-1	2	10	6	38	0	15	1	-0.2
O=C1CN=C(Nc2ccccc2Cl)N1c1ccccc1	5	·	4	7	-2	25	7	11	0	0.2
COCc1cc(C)nc(NC2CCCCC2)c1C#N	·	-1	-43	3	5	·	·	·	·	·
COc1cccc(/C=C2/CN(C)CC3=C2OC(N)=C(C#N)C3c2cccc(OC)c2)c1 (centres undefined)	23	-1	-13	-2	5	16	20	24	-5	-0.1
CCOc1ccc(N(C(C)C(=O)N2CCOCC2)S(C)(=O)=O)cc1 (centres undefined)	1	-2	17	3	5	8	0	5	1	-1.3
CC(CCc1ccccc1)NC(=O)COC(=O)C12CC3CC(CC(Br)(C3)C1)C2 (centres undefined)	·	·	-22	8	2	15	·	0	1	·
Cc1cc(C)n(CCC(=O)N/N=C/c2cccc([N+](=O)[O-])c2)n1	-1	4	1	3	-4	9	19	-9	-2	-0.5
CC(/C=N/NC(=O)Cc1cccs1)=C\c1ccccc1	60	0	-78	2	-2	11	122*	-156	1	2.3
Cc1cc(OCc2cc(C(=O)N(C)Cc3nonc3C)no2)cc(C)c1Cl	5	-3	-23	-1	-8	14	1	4	7	-0.2
CCCCNC(=O)C1CC(=O)N(CCc2ccc(C)cc2)C1 (centres undefined)	-4	0	-13	-5	-2	14	8	-9	2	0.0
CC1(C)C2CCC1(CS(=O)(=O)N1CCN(c3ccccc3F)CC1)C(=O)C2 (centres undefined)	1	-2	-20	-2	-2	11	6	5	0	-0.1
CC1=C(c2ccccc2)SC2=NCCN21	-3	1	-14	-2	-1	17	-15	28	1	-2.4
NC(=S)N/N=C/c1coc2ccc(Br)cc2c1=O	-5	-1	3	0	8	12	-4	15	4	0.7
COc1cc(C(=O)NCCNC(=O)c2cc(OC)c(C)c(OC)c2)cc(OC)c1C	-3	0	-2	0	3	41	7	10	1	-0.3
Cc1[nH]c2ccccc2c1C(=O)CSc1ccc(F)cc1	·	-1	-12	-4	-4	23	·	-45	0	·
CCC(C)(CC(=O)N(C)CCC#N)c1ccccc1 (centres undefined)	1	-3	9	2	2	10	10	2	0	0.3
COc1ccc(NC(=O)C(=O)N/N=C/c2cccnc2)c(OC)c1	0	0	1	1	1	50	-1	0	6	·
CCCCN1C2=NCCCN2c2cc(C)c(C)cc21	-12	2	-16	6	2	3	-1	12	-6	-0.7
Cc1cc(C)n2nc(C(=O)N3CCCC(N4CCN(c5ccccc5C)CC4)C3)cc2n1 (centres undefined)	0	·	-11	-8	1	19	14	12	1	-7.7
O=S(=O)(CC(O)COc1ccc(Br)cc1)c1ccccc1 (centres undefined)	2	0	-5	-5	5	7	34	-12	5	-0.9
Cc1[nH]c2ccc(F)cc2c1CCN(Cc1ccncc1)C(=S)Nc1ccc(F)cc1	-2	3	-23	2	0	27	9	-37	0	-0.5
O=C(NCc1ccccn1)Nc1ccc(Br)cc1	-1	0	-22	-1	0	7	5	-15	4	0.1
COc1ccc(OCC(=O)OC(C)CN2CCOCC2)cc1 (centres undefined)	-4	-2	-15	2	2	24	3	6	0	0.3
CCOC(=O)Cn1c(C(=O)OCC)cc2sccc21	-8	-4	0	0	-4	7	-29	22	1	0.4
Cc1cccc(NC(=S)N/N=C/c2cccc([N+](=O)[O-])c2)c1	16	-1	-4	3	3	12	36	0	-2	-2.2
O=C(Nc1cccc(NC(=O)c2cccnc2Cl)c1)c1ccco1	5	4	-21	5	-3	6	2	3	-1	0.6
CCOc1ccccc1OCCCNCc1ccccc1	-2	-1	3	3	1	·	-10	2	·	-0.7
Cc1ccc2cc(C#N)c(N3CCN(C(=O)c4ccccc4)CC3)nc2c1	7	2	-34	3	0	-13	20	24	0	-36
Cc1ccc(N(C(=O)c2csnn2)C(C(=O)NC2CCCC2)c2ccccn2)c(C)c1 (centres undefined)	7	-4	-18	7	2	7	20	8	-1	-0.1
Cc1cccc(C)c1NC(=O)Cn1c(=O)n(CCCC(=O)NCc2ccco2)c(=O)c2sccc21	-4	·	-9	1	2	20	4	-22	2	-0.3
Cc1cc2oc(=O)cc(CSc3nc(N)cc(N)n3)c2cc1C(C)C	5	-3	-24	2	2	14	26	10	-4	-0.4
CC(=O)N1c2ccc(S(=O)(=O)N3CCC(C(=O)NC4CCCC(C)C4C)CC3)cc2CC1C (centres undefined)	-2	1	29	5	7	26	-4	19	0	-0.4
CC(=O)C(C)Sc1nnc(-c2ccccc2F)n1C1CC1 (centres undefined)	-7	-2	-1	0	-3	17	-13	5	0	-0.8
COc1ccccc1-c1noc(CSc2nc(N)cc(=O)[nH]2)n1	3	0	-10	-4	4	7	-10	29	-1	0.0

5 compounds drawn at random from the list so far:
SMILES	HSF1 inhib	GSK3 alpha inh	KLF5 inhibitor	IEC-6 tox	HSP90 inh	AI-2 QS modul	HSF-1 act	aSyn UTR inh	GSK3B inh	HIF act
Cc1cc2oc(=O)cc(CSc3nc(N)cc(N)n3)c2cc1C(C)C	5	-3	-24	2	2	14	26	10	-4	-0.4
O=C(Nc1cccc(NC(=O)c2cccnc2Cl)c1)c1ccco1	5	4	-21	5	-3	6	2	3	-1	0.6
Cc1[nH]c2ccc(F)cc2c1CCN(Cc1ccncc1)C(=S)Nc1ccc(F)cc1	-2	3	-23	2	0	27	9	-37	0	-0.5
CCOC(=O)Cn1c(C(=O)OCC)cc2sccc21	-8	-4	0	0	-4	7	-29	22	1	0.4
CC(=O)N1c2ccc(S(=O)(=O)N3CCC(C(=O)NC4CCCC(C)C4C)CC3)cc2CC1C (centres undefined)	-2	1	29	5	7	26	-4	19	0	-0.4

The results go on.
SMILES	HSF1 inhib	GSK3 alpha inh	KLF5 inhibitor	IEC-6 tox	HSP90 inh	AI-2 QS modul	HSF-1 act	aSyn UTR inh	GSK3B inh	HIF act
Cc1cccc(N2CCN(C(=O)c3ccccc3NC(=O)C3=CSCCO3)CC2C)c1 (centres undefined)	7	1	-15	0	-1	30	18	5	-3	0.0
CCOc1ccc(NC(=O)C2CC(=O)N(C)C(=Nc3ccc4c(c3)OCO4)S2)cc1 (centres undefined)	-5	0	-7	-3	-1	12	-2	19	1	-0.2
CCN(CC)CCCC(C)NC1=NCCCCC1 (centres undefined)	1	1	-41	-4	-1	-1	-11	11	2	0.1
CC(=O)N1CCN=C1SCc1ccc(Cl)cc1	2	-3	-33	-3	-4	30	1	-24	-4	·
CC(C)C(Sc1nc(-c2ccccc2)cc(-c2ccccc2)c1C#N)C(=O)O (centres undefined)	-4	-6	-23	-1	-1	8	-14	7	5	-0.2
O=C(NC(Cc1ccccc1)C(=O)O)/C(=C\c1ccco1)NC(=O)c1ccccc1Br (centres undefined)	-3	-1	-20	-5	-1	6	8	-4	2	-0.3
Cc1cc(C)cc(NC(=O)Cn2nnc(C(=O)NCc3cccs3)c2N)c1	-5	1	14	10	1	-4	17	29	22	-0.8
CCOC(=O)c1c(C)[nH]c(C)c1S(=O)(=O)NCCc1ccco1	2	0	-38	-6	-2	33	3	-8	0	-0.2
CCOC(=O)c1cnc(SCC(=O)Nc2ccc3c(c2)OCCO3)nc1N	2	-4	-23	-7	3	29	3	2	1	-0.2
CCCCNCCOCCOc1ccc(Cl)cc1Br	7	1	-7	4	4	6	24	-1	-3	-0.1
CN1CCN(NC(=O)Nc2ccc(Br)cc2Cl)CC1	6	-2	-44	2	-2	0	13	-21	3	2.0
O=c1c2sccc2nc(SCc2ccc([N+](=O)[O-])cc2)n1Cc1ccccn1	19	-3	-8	-3	2	21	59*	-53	2	0.6
O=C(CSc1nc2ccccc2n1-c1ccccc1)NCC1CCCO1 (centres undefined)	-1	-1	-29	3	-1	0	14	27	-5	-0.4
CCCCOc1ccc(C(=O)N(Cc2ccco2)C2CCS(=O)(=O)C2)cc1 (centres undefined)	-4	·	2	12	1	2	-6	-16	2	·
CCOC(=O)c1oc2ccccc2c1CSc1nnnn1-c1ccccc1	8	2	-33	4	6	2	10	6	2	-0.1
Cc1cc(Cl)c(OCCOCCN2CCN(C)CC2)c(Br)c1	2	2	3	-4	2	2	0	9	-1	0.2
CCC1C(O)=C(c2ccccn2)C(=N)N1c1ccccc1 (centres undefined)	-5	-1	-16	8	5	3	15	-6	-2	0.0
COc1cc(C2CC(c3cccnc3)=NN2c2ccc(F)cc2)cc(OC)c1OC (centres undefined)	50	-1	-13	-2	-2	39	65*	6	-3	-0.1
CC(=O)Nc1ccc(S(=O)(=O)Nc2cccc(-c3csc(C)n3)c2)cc1	-3	-2	-21	1	-4	15	3	2	-1	0.2
Cc1ccc(CSc2nnc3ccc(-c4ccncc4)nn23)cc1	6	-1	-16	2	-2	-1	19	35	0	0.2
COC(=O)c1ccccc1NC(=O)c1cc2ncc(Br)cn2n1	11	0	-16	4	1	17	24	-2	0	-0.2
O=C(Nc1cccc(S(=O)(=O)NC2=NCCC2)c1)c1ccccc1OC(F)F	-5	·	·	·	·	5	-9	-2	0	-0.2
O=c1ccc(-c2ccc(S(=O)(=O)Nc3ccc(F)cc3)s2)n[nH]1	-6	-1	-31	-5	0	22	7	11	2	-0.8
COc1ccc(C(C#N)(CCC#N)CCC#N)cc1OC	-5	-2	7	0	-5	11	-5	6	-2	0.0
CC(C)(C)c1cc(C(=O)NNC(=O)c2ccc(C(F)(F)F)cc2)no1	-6	2	-10	-3	-2	27	15	21	1	-0.8
